HIV fusion peptide: inhibitors of HIV fusion peptide binding, primary screen, biochemical, uHTS, fluorescence dequenching (AID 1986); cell-free peptide binding, fluorescence dequenching, 30 min; higher % means a stronger effect; one-dose inhibition, % at 20 µM; IC50 in µM for titrated hits; actives 0.3% (n = 290,000); in the data active = inhibition mostly above about 52%, no sharp cut-off; inactive = mostly below about 76%; note: some results filed as inactive read as strong as hits
KOR beta-arrestin-1: KOR antagonists, beta-arrestin recruitment, cell-based, luminescence, uHTS (AID 1778); actives 0.091% (n = 290,000); inhibition, % at 10 µM; hits with a dose series show IC50 in µM; Kappa-type opioid receptor (Homo sapiens); KOR beta-arrestin recruitment, luminescence, antagonist mode; higher % means a stronger effect; note: strong numbers were not always called active
GPR35 antagonists: GPR35 antagonists blocking zaprinast-driven arrestin recruitment, primary screen, imaging, U2OS, beta-arrestin-GFP, zaprinast agonist (AID 2058) | G-protein coupled receptor 35 (Homo sapiens) | U2OS GPR35 beta-arrestin-GFP translocation imaging, zaprinast antagonism; higher % means a stronger effect | one-dose inhibition, % at 10 µM; IC50 in µM for titrated hits | actives 0.052% (n = 290,000);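 active = inhibition of at least 50% with at least 30 cells and total cytoplasm GFP at most 10,000,000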
GPR55 activation: GPR55 agonists via beta-arrestin recruitment, primary screen, imaging, U2OS cells, beta-arrestin-GFP redistribution (AID 1961) | G-protein coupled receptor 55 (Homo sapiens) | U2OS GPR55 beta-arrestin-GFP redistribution imaging; higher % means a stronger effect | one-dose activation, % at 10 µM; EC50 in µM for titrated hits | actives 0.048% (n = 290,000);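 active = activation above 40% with more than 50 cells counted in the well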;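 note: U2OS osteosarcoma cells stably expressing GPR55 and beta-arrestin-GFP; plate controls were DMSO negative control for no effect and LPI positive control for full effect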
Myeloid diff MLP: induction of myeloid progenitor differentiation, primary screen, cell-based, flow cytometry, MLPCN library; ER-HoxA9 myeloid progenitors, lysozyme-GFP differentiation; calls only at 10 µM; actives 1% (n = 360,000); AID 624256, 2012;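 active = normalized GFP-positive differentiation at or above the plate's own cutoff, the solvent-only control mean plus 3 SD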;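 note: cells exposed to compound for four days before flow analysis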
GPR55 antagonists: GPR55 antagonists blocking LPI-driven arrestin recruitment, primary screen, imaging, U2OS, beta-arrestin-GFP, LPI agonist (AID 2013) | U2OS GPR55 beta-arrestin-GFP translocation imaging, LPI antagonism; higher % means a stronger effect | inhibition, % at 10 µM, or IC50 in µM where a hit was titrated | actives 0.13% (n = 290,000);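 active = spots per cell inhibited over 60%, with over 100 cells counted and total cytoplasm intensity under 500,000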;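 note: U2OS cells stably carrying GPR55 and arrestin-GFP stimulated by 5 µM LPI near EC80; imaged beta-arrestin-GFP aggregate spots per cell after agonist stimulation; plate controls were LPI-stimulated DMSO wells for no effect and DMSO wells without LPI for full effect; some results filed as inactive read as strong as hits; confirmed hits need IC50 under 10 µM and bright autofluorescent wells are also inconclusive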
HEK293 NOD2/NF-kB: NOD2 signaling inhibitors, cell-based, luminescence, uHTS, HEK293 (AID 1566); HEK293 NOD2/NF-kB luciferase reporter, luminescence; higher % means a stronger effect; inhibition, % at 4 µM, or EC50 in µM where a hit was titrated; actives 0.63% (n = 290,000); note: many of its hits are not listed in these tables
NOD1 inhibition: NOD1 signaling inhibitors, primary screen, cell-based, luminescence, uHTS (AID 1578). actives 1% (n = 290,000). inhibition, % at 4 µM, or EC50 in µM where a hit was titrated. NOD1-driven NF-kB luciferase reporter cells, luminescence; higher % means a stronger effect; in the data active = inhibition mostly above about 36%, no sharp cut-off; inactive = mostly below about 34%;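 note: HEK-293T reporter cells stimulated with the NOD1 agonist gamma-tri-DAP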
KOR beta-arrestin-2: KOR agonists, beta-arrestin recruitment, primary screen, cell-based, luminescence, uHTS (AID 1777) | one-dose activation, % at 10 µM; EC50 in µM for titrated hits | KOR beta-arrestin recruitment, luminescence; higher % means a stronger effect | actives 0.02% (n = 280,000); in the data active = activation above about 50%, passing the limit was not always enough; note: a part of the inactive calls stands beside numbers as strong as those of hits
Myeloid diff MLP GFP+ MAC1+ %: recorded beside Myeloid diff MLP, whose call it bears; GFP+ MAC1+ double positive, %; measured here: differentiation confirmed by MAC1 staining
* = called active by the depositor; [ ] = another dose, or the depositor's remark. Cut-off read from the data, not from the text of the source, unless noted: active = inhibition above about 50%; inactive = the rest.

How did COc1ccc(S(=O)(=O)N(C)c2ccc(C(=O)N3CCCC3)cc2)cc1 do in these assays?
HIV fusion peptide: 1.0%; KOR beta-arrestin-1: -5%[20 µM]; GPR35 antagonists: 5%; GPR55 activation: 0.2%; Myeloid diff MLP: inactive; GPR55 antagonists: -2%; HEK293 NOD2/NF-kB: 2%; NOD1 inhibition: -28%; Myeloid diff MLP GFP+ MAC1+ %: 0.0

Results for Nc1ncnc(Nc2ccc(F)c(Cl)c2)n1 ?
HIV fusion peptide: 1.6%; KOR beta-arrestin-1: 10%; GPR35 antagonists: 6%; GPR55 activation: -0.1%; Myeloid diff MLP: inactive; GPR55 antagonists: 11%; HEK293 NOD2/NF-kB: -7%; NOD1 inhibition: -5%; KOR beta-arrestin-2: -0.2%; Myeloid diff MLP GFP+ MAC1+ %: 0.5

Results for CCOc1ccccc1C1C2CCCCC2(O)CCN1C(=O)c1cccs1 (centres undefined) ?
HIV fusion peptide: -3.1%; KOR beta-arrestin-1: -74%; GPR35 antagonists: -23%; GPR55 activation: -0.3%; Myeloid diff MLP: inactive; GPR55 antagonists: 2%; HEK293 NOD2/NF-kB: -26%; NOD1 inhibition: 33%; KOR beta-arrestin-2: 0.8%; Myeloid diff MLP GFP+ MAC1+ %: 0.4

Results for O=C(Nc1ccc(N2CCCC2)cc1)c1ccc2ccccc2c1 ?
HIV fusion peptide: -0.5%; KOR beta-arrestin-1: 3%; GPR35 antagonists: 11%; GPR55 activation: -0.2%; Myeloid diff MLP: inactive; GPR55 antagonists: 3%; HEK293 NOD2/NF-kB: -64%; NOD1 inhibition: -42%; KOR beta-arrestin-2: 1.3%; Myeloid diff MLP GFP+ MAC1+ %: 0.4

What do the screens show for `COc1ccc(Cl)cc1-c1nc(SCC(=O)N(C)CCC#N)n[nH]1`?
HIV fusion peptide: 1.4%; KOR beta-arrestin-1: 14%; GPR35 antagonists: -3%; GPR55 activation: 0.1%; Myeloid diff MLP: inactive; GPR55 antagonists: 8%; HEK293 NOD2/NF-kB: 17%; NOD1 inhibition: -30%; KOR beta-arrestin-2: -5.3%; Myeloid diff MLP GFP+ MAC1+ %: 0.2

How did Cn1c(=O)oc2cc(S(=O)(=O)N3CCCC(C(=O)NCC4COc5ccccc5O4)C3)ccc21 (centres undefined) do in these assays?
HIV fusion peptide: 0.2%; KOR beta-arrestin-1: -78%; GPR35 antagonists: 10%; GPR55 activation: -0.3%; Myeloid diff MLP: inactive; GPR55 antagonists: 0%; HEK293 NOD2/NF-kB: 4%; NOD1 inhibition: 0%; KOR beta-arrestin-2: -0.5%; Myeloid diff MLP GFP+ MAC1+ %: 4.6

Results for Cc1ccc(S(=O)(=O)Nc2ccc(-c3nc4cc(NS(=O)(=O)c5ccc(C)cc5)ccc4o3)cc2)cc1 ?
HIV fusion peptide: 2.4%; KOR beta-arrestin-1: -30%; GPR35 antagonists: 4%; GPR55 activation: -0.1%; GPR55 antagonists: -14%; HEK293 NOD2/NF-kB: -3%; NOD1 inhibition: 60%; KOR beta-arrestin-2: 13%

Results for Cc1ccc(CNS(=O)(=O)c2c(N)n(C)c(=O)n(C)c2=O)cc1 ?
HIV fusion peptide: 1.7%; KOR beta-arrestin-1: -12%; GPR35 antagonists: 10%; GPR55 activation: -0.2%; Myeloid diff MLP: inactive; GPR55 antagonists: 5%; HEK293 NOD2/NF-kB: 9%; NOD1 inhibition: -24%; KOR beta-arrestin-2: -0.7%; Myeloid diff MLP GFP+ MAC1+ %: 0.9

How did COc1ccc([N+](=O)[O-])cc1NC(=O)COC(=O)c1ccccn1 do in these assays?
HIV fusion peptide: -2.7%; KOR beta-arrestin-1: -32%; GPR35 antagonists: -8%; GPR55 activation: -0.4%; Myeloid diff MLP: inactive; GPR55 antagonists: 8%; HEK293 NOD2/NF-kB: -6%; NOD1 inhibition: -7%; KOR beta-arrestin-2: 5.4%; Myeloid diff MLP GFP+ MAC1+ %: 0.5

What do the screens show for `N#CCc1nc2n(n1)Cc1ccccc1-2`?
HIV fusion peptide: -0.4%; KOR beta-arrestin-1: -20%; GPR35 antagonists: -2%; GPR55 activation: 0.3%; Myeloid diff MLP: inactive; GPR55 antagonists: -9%; HEK293 NOD2/NF-kB: 0%; NOD1 inhibition: -2%; KOR beta-arrestin-2: 6.5%; Myeloid diff MLP GFP+ MAC1+ %: 12

Results for O=Cc1cc(N=Nc2cccc(C(=O)O)c2)ccc1O ?
HIV fusion peptide: 36%; KOR beta-arrestin-1: -3%; GPR35 antagonists: -7%; GPR55 activation: 0.2%; Myeloid diff MLP: inactive; GPR55 antagonists: 1%; HEK293 NOD2/NF-kB: -5%; NOD1 inhibition: 13%; KOR beta-arrestin-2: -0.1%; Myeloid diff MLP GFP+ MAC1+ %: 0.3

How did CCn1c(=O)c2ccccc2n(CC(=O)N2CCCc3ccccc32)c1=O do in these assays?
HIV fusion peptide: -0.3%; KOR beta-arrestin-1: -14%; GPR35 antagonists: 6%; GPR55 activation: 0.0%; Myeloid diff MLP: inactive; GPR55 antagonists: 5%; HEK293 NOD2/NF-kB: 18%; NOD1 inhibition: -9%; KOR beta-arrestin-2: 0.6%; Myeloid diff MLP GFP+ MAC1+ %: 1.9

What do the screens show for `CC(=O)N1CCC(=NNC(=O)c2cc3ccccc3cc2O)CC1`?
HIV fusion peptide: 12%; KOR beta-arrestin-1: 24%; GPR35 antagonists: 11%; GPR55 activation: -0.1%; Myeloid diff MLP: inactive; GPR55 antagonists: 12%; HEK293 NOD2/NF-kB: 10%; NOD1 inhibition: -19%; KOR beta-arrestin-2: -2.7%; Myeloid diff MLP GFP+ MAC1+ %: 0.8

What do the screens show for `COCCOC(=O)C1=C(C)NC(=S)NC1c1cccs1` (centres undefined)?
HIV fusion peptide: -1.5%; KOR beta-arrestin-1: -14%[20 µM]; GPR35 antagonists: 9%; GPR55 activation: 0.5%; Myeloid diff MLP: inactive; GPR55 antagonists: 0%; HEK293 NOD2/NF-kB: 20%; NOD1 inhibition: -32%; Myeloid diff MLP GFP+ MAC1+ %: 0.2

How did COc1cc(/C=N/NC(=O)c2ccoc2C)ccc1OCCN1CCCCC1 do in these assays?
HIV fusion peptide: -0.8%; KOR beta-arrestin-1: 6%; GPR35 antagonists: 2%; GPR55 activation: -0.2%; Myeloid diff MLP: inactive; GPR55 antagonists: -4%; HEK293 NOD2/NF-kB: 8%; NOD1 inhibition: -30%; KOR beta-arrestin-2: 0.4%; Myeloid diff MLP GFP+ MAC1+ %: 0.9

How did CC1(C)Cc2ccccc2C(NN=C2CCCC2)=N1 do in these assays?
HIV fusion peptide: 0.5%; KOR beta-arrestin-1: -14%[20 µM]; GPR35 antagonists: 1%; GPR55 activation: 0.5%; Myeloid diff MLP: inactive; GPR55 antagonists: 11%; HEK293 NOD2/NF-kB: 9%; NOD1 inhibition: -19%; KOR beta-arrestin-2: 3.4%; Myeloid diff MLP GFP+ MAC1+ %: 0.3

What do the screens show for `OC(CNC1CCCCC1)CN1CCN(CC(O)CNC2CCCCC2)CC1` (centres undefined)?
HIV fusion peptide: -0.1%; KOR beta-arrestin-1: 2%; GPR35 antagonists: 14%; GPR55 activation: -0.1%; GPR55 antagonists: -24%; HEK293 NOD2/NF-kB: 23%; NOD1 inhibition: 9%; KOR beta-arrestin-2: -3.1%

What do the screens show for `Cc1c(C(=O)NCc2ccco2)cccc1[N+](=O)[O-]`?
HIV fusion peptide: -1.3%; KOR beta-arrestin-1: 27%; GPR35 antagonists: -5%; GPR55 activation: 0.2%; Myeloid diff MLP: inactive; GPR55 antagonists: 6%; HEK293 NOD2/NF-kB: 6%; NOD1 inhibition: -35%; KOR beta-arrestin-2: -4.8%; Myeloid diff MLP GFP+ MAC1+ %: 1.0

How did Cc1ccc(S(=O)(=O)NC2(C(F)(F)F)NC(=O)N(C)C2=O)cc1 (centres undefined) do in these assays?
HIV fusion peptide: 1.3%; KOR beta-arrestin-1: 1%; GPR35 antagonists: -11%; GPR55 activation: -0.2%; Myeloid diff MLP: inactive; GPR55 antagonists: -8%; HEK293 NOD2/NF-kB: -32%; NOD1 inhibition: 9%; KOR beta-arrestin-2: 0.5%; Myeloid diff MLP GFP+ MAC1+ %: 2.0

How did COc1ccccc1/C=C/C1NC(=O)NC(C)=C1C(=O)OC(C)C (centres undefined) do in these assays?
HIV fusion peptide: 2.1%; KOR beta-arrestin-1: 15%[20 µM]; GPR35 antagonists: -10%; GPR55 activation: -0.1%; Myeloid diff MLP: inactive; GPR55 antagonists: -1%; HEK293 NOD2/NF-kB: 3%; NOD1 inhibition: -37%; Myeloid diff MLP GFP+ MAC1+ %: 0.0

How did NC(=O)CSc1nc2scc(-c3ccc(Cl)cc3)c2c(=O)n1Cc1ccccc1 do in these assays?
HIV fusion peptide: 1.3%; KOR beta-arrestin-1: -13%; GPR35 antagonists: -8%; GPR55 activation: 0.5%; Myeloid diff MLP: inactive; GPR55 antagonists: 4%; HEK293 NOD2/NF-kB: 2%; NOD1 inhibition: -8%; KOR beta-arrestin-2: -4.1%; Myeloid diff MLP GFP+ MAC1+ %: 0.3

Results for Cc1nc2ccc(S(=O)(=O)N(C)CC(=O)NC(C)c3ccccc3)cc2s1 (centres undefined) ?
HIV fusion peptide: 0.9%; KOR beta-arrestin-1: -24%; GPR35 antagonists: 4%; GPR55 activation: -0.1%; Myeloid diff MLP: inactive; GPR55 antagonists: 14%; HEK293 NOD2/NF-kB: 13%; NOD1 inhibition: 7%; KOR beta-arrestin-2: -2.9%; Myeloid diff MLP GFP+ MAC1+ %: 1.5

How did CN(Cc1cnn(C)c1)Cc1nc(Cc2ccccc2Cl)no1 do in these assays?
HIV fusion peptide: 2.7%; KOR beta-arrestin-1: -30%[20 µM]; GPR35 antagonists: 9%; GPR55 activation: -0.1%; Myeloid diff MLP: inactive; GPR55 antagonists: 2%; HEK293 NOD2/NF-kB: 10%; NOD1 inhibition: -8%; Myeloid diff MLP GFP+ MAC1+ %: 1.0

Reprinted at random: 2 compounds from above
Results for O=Cc1cc(N=Nc2cccc(C(=O)O)c2)ccc1O ?
HIV fusion peptide: 36%; KOR beta-arrestin-1: -3%; GPR35 antagonists: -7%; GPR55 activation: 0.2%; Myeloid diff MLP: inactive; GPR55 antagonists: 1%; HEK293 NOD2/NF-kB: -5%; NOD1 inhibition: 13%; KOR beta-arrestin-2: -0.1%; Myeloid diff MLP GFP+ MAC1+ %: 0.3

What do the screens show for `N#CCc1nc2n(n1)Cc1ccccc1-2`?
HIV fusion peptide: -0.4%; KOR beta-arrestin-1: -20%; GPR35 antagonists: -2%; GPR55 activation: 0.3%; Myeloid diff MLP: inactive; GPR55 antagonists: -9%; HEK293 NOD2/NF-kB: 0%; NOD1 inhibition: -2%; KOR beta-arrestin-2: 6.5%; Myeloid diff MLP GFP+ MAC1+ %: 12

Screening results as filed in PubChem BioAssay.

An excerpt; the hit share may differ from the screen's.
